From PubChem
14-3-3g Raf = modulators of human 14-3-3 gamma - Raf peptide interaction; P61981; AID 422; FP, 14-3-3gamma / TMR-pS259-Raf peptide binding; inhibition, % at 40 µM; 160,000 compounds, 0.19% hits; in the data active = inhibition above about 30%;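 also: 0% = protein plus tracer without compound and 100% = blank with tracer alone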
Target sequence (P61981 whole entry, looked up): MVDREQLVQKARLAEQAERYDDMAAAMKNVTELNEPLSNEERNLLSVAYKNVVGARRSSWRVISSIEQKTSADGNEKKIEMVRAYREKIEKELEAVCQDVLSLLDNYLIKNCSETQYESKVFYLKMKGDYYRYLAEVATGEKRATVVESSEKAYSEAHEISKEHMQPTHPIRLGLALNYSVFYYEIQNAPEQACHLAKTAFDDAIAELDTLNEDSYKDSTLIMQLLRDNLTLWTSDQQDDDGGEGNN
Numbers without * were called inactive; & = joins results of further samples. A portion of the library. The share of hits here may be higher or lower than overall.

SMILES	14-3-3g Raf
CSCCC(NC(=O)c1c(C)oc2c1CCCC2)C(=O)O (configuration not stated)	1.6
CCOC(=O)c1cnn(-c2nc3sc4c(c3c(=O)[nH]2)CCCC4)c1N	-3.5
CCOc1ccc(C2Nc3ccccc3S(=O)(=O)N2Cc2ccccc2)cc1OC (configuration not stated)	-6.7
Cc1ccc(CCNC(=O)c2c[nH]c3ccc(S(=O)(=O)Nc4ccc(C)cc4C)cc3c2=O)cc1	-29.0
Brc1ccc(-n2cc(-c3ccccc3)c3c(NCCN4CCOCC4)ncnc32)cc1	-10.8
COC(=O)c1ccc(C2Oc3ccccc3C3=C2C(c2ccccc2F)n2ncnc2N3)cc1 (configuration not stated)	2.6
CCc1nnc(NC(=O)CSc2nc(C)cc(C)n2)s1	5.4
Cc1ccc2c(c1)c1cccc3c1n2CCN3CCC(N)=O	-7.8
O=C(Nc1cc2cc([N+](=O)[O-])ccc2oc1=O)c1ccc(F)cc1	-1.5
Cc1nc2sc(C(c3ccco3)N3CCc4ccccc4C3)c(O)n2n1 (configuration not stated)	1.2&-6.5
N#CCCN1CCC(c2ccccc2)=N1	-5.5
O=C(Cn1c(-c2ccccn2)nc2ccccc21)NCCN1CCOCC1	-2.9
Cc1ccc(Cn2c(=O)cc(C(=O)NCc3ccccc3Cl)c3ccccc32)cc1	-13.2
CCN(CC)C(=O)CNS(=O)(=O)c1cccs1	-11.1
Cc1ccc(S(=O)(=O)NC(=O)Nc2ncc3c(n2)CC(c2ccco2)CC3=O)cc1 (configuration not stated)	-9.8&1.0
CCOC(=O)c1cc2c(=O)n3ccccc3nc2n(C2CCCCC2)c1=NC(=O)c1ccco1	-9.4
COc1ccc(-n2nnc3c(SCc4ccccc4)ncnc32)cc1	7.4
Clc1ccc(-c2nnc(-c3ccncc3)o2)cc1	4.8
CCn1cc(C(=O)N2CCCCCC2)c(=O)c2cc(S(=O)(=O)N3CC(C)CC(C)C3)ccc21 (configuration not stated)	-0.7
CCC(NS(=O)(=O)c1ccc(OC)cc1)C(=O)O (configuration not stated)	1.2
NC1=NC(c2ccc(Cl)cc2)n2c(nc3ccccc32)N1 (configuration not stated)	3.5
CCOc1ccc2nc(SCC(=O)N(C)C3CCS(=O)(=O)C3)[nH]c2c1 (configuration not stated)	-5.8
CCOc1ccc(NC(=O)CSc2nc(N)c(C#N)cc2C#N)cc1	-95.0
CCCCc1ccc(-c2ccc(CC)cc2)cn1	-0.5
COCC1=C(C(=O)OC)C(c2ccc(OC)cc2)n2ncnc2N1 (configuration not stated)	-6.0

Laid out differently: entries from further up.
molecule,14-3-3g Raf
O=C(Cn1c(-c2ccccn2)nc2ccccc21)NCCN1CCOCC1,-2.9
COCC1=C(C(=O)OC)C(c2ccc(OC)cc2)n2ncnc2N1 (configuration not stated),-6.0

Later entries.
SMILES	14-3-3g Raf
CC1CC(NS(=O)(=O)c2cccs2)CC(C)(C)C1 (configuration not stated)	-19.6
COC(=O)c1ccc(C2C3=C(CC(c4ccccc4)CC3=O)Nc3ccccc3N2C(=O)CC(C)C)cc1 (configuration not stated)	-4.2
CCC(c1c(C)[nH]oc1=O)c1c(C)[nH]oc1=O	-1.8
CCC(Sc1ccc2nnc(-c3ccc(OC)c(OC)c3)n2n1)C(=O)O (configuration not stated)	-5.3
O=C(Nc1ccc(S(=O)(=O)Nc2cnc3ccccc3n2)cc1)c1ccc([N+](=O)[O-])cc1Cl	-9.5
COc1ccc(OC)c(S(=O)(=O)Nc2ccccc2F)c1	-6.1&-5.9
CCOc1cc(C(=O)Nc2cc(=O)n(C)c(=O)n2C)cc(OCC)c1OCC	-7.2
CC1CCCC(C)N1C(=O)c1cc(-c2ccc(F)cc2)on1 (configuration not stated)	5.2
COc1ccc(C2CC(C(F)(F)F)n3nc(C(=O)Nc4ccc(C)cc4)cc3N2)cc1OC (configuration not stated)	-5.1
CCC1Oc2ccccc2N(CC(=O)NCCCN2CCN(Cc3ccccc3)CC2)C1=O (configuration not stated)	-7.9
Cc1ccc(-n2nc(C(=O)N3CCCCC3C)c3c4ccccc4n(C)c3c2=O)cc1 (configuration not stated)	1.7
COc1ccccc1C1C2=C(CC(C)(C)CC2=O)N(C)C2=C1C(=O)CC(C)(C)C2	1.0
COc1ccc(OC)c(NC(=O)CSc2nc3ccccc3c3nc4ccccc4n23)c1	-11.2
O=C(c1ccccc1)c1cc(Cl)ccc1NC(=O)C1CC=CCC1C(=O)O (configuration not stated)	6.9
COc1ccc(NC(=O)C2=C(C)NC3=C(C(=O)CC(c4ccc(OC)c(OC)c4)C3)C2c2ccc(C)s2)cc1 (configuration not stated)	-10.2
CCOc1ccc2nc(NC(=O)c3ccc(S(=O)(=O)N4CCc5ccccc54)cc3)sc2c1	-4.2
CCCC(=O)Nc1ccc(C(=O)NCC(=O)OCC)cc1	10.2
Cc1ccccc1NC(=O)CCS(=O)(=O)c1ccc(Br)s1	-5.1
CCOc1cc2c(C(=O)OC)c(C)oc2cc1Br	4.0
COc1ccc(C2NC(=O)NC(C)=C2C(=O)OC2CCCCC2)cc1OC (configuration not stated)	2.5
COC(=O)CSc1nc(-c2cccs2)ccc1C#N	-33.7
COc1ccc(Nc2cc(C)nc3c(C)c(C)ccc23)cc1OC	5.4
O=C(c1ccccc1Cl)N1CCCc2ccccc21	-4.2
CCCCc1ccc(-c2nc3ccccc3c(=O)o2)cc1	-0.2
COc1cc(Cl)c(C)cc1NC(=O)Cn1cnc2sc(C)c(S(=O)(=O)N3CCC(C)CC3)c2c1=O	-10.9

Next section; it opens with the 4 that closed the last part.
SMILES	14-3-3g Raf
COc1ccc(Nc2cc(C)nc3c(C)c(C)ccc23)cc1OC	5.4
O=C(c1ccccc1Cl)N1CCCc2ccccc21	-4.2
CCCCc1ccc(-c2nc3ccccc3c(=O)o2)cc1	-0.2
COc1cc(Cl)c(C)cc1NC(=O)Cn1cnc2sc(C)c(S(=O)(=O)N3CCC(C)CC3)c2c1=O	-10.9
O=[N+]([O-])c1ccc(CSc2cccc3cccnc23)cc1	2.3
Cc1c(NS(=O)(=O)c2ccc3[nH]c(=O)[nH]c3c2)c(=O)n(-c2ccccc2)n1C	2.4
CCCCNC(=O)c1ccc2c(=O)n(CCCN3CCCC3=O)c(=S)[nH]c2c1	-1.0
CC1CCN(C(=O)CSc2nc3c(sc4ccccc43)c(=O)n2CCc2ccccc2)CC1	-5.5
CN(C)CCC(c1ccc(Br)cc1)c1ccccn1 (configuration not stated)	-8.3&-1.4
CCc1ccc(C2=CC(c3cc(OC)ccc3OC)n3ncnc3N2)cc1 (configuration not stated)	-25.1
COc1ccc(S(=O)(=O)N2CCSC2c2ccccc2)cc1 (configuration not stated)	-4.0
Cc1cc(C)n2c(SCC(=O)NCc3ccco3)nnc2n1	-8.0
COC(=O)c1sc2ccccc2c1C(=O)OC	-21.0
COc1ccc(C2C3=C(Nc4ncnn42)c2ccccc2OC3c2cccs2)cc1 (configuration not stated)	-0.9
COc1ccc(C2C(C(=O)N3CCN(c4ccccc4)CC3)CC(=O)N2c2ccc(OC)cc2)cc1 (configuration not stated)	-5.7
CC(NC(=O)c1cnn(-c2ccccc2)c1NC(=O)c1ccccc1F)c1ccccc1 (configuration not stated)	-2.0
CC(C)CCNc1nc2c(c(=O)[nH]c(=O)n2C)n1CC(O)COC(C)C (configuration not stated)	-2.5
COc1ccc(S(=O)(=O)N2CCN(C(=O)c3ccncc3)CC2)cc1	-3.5
Cc1ccc(CNC(=O)Cn2c(=O)[nH]c3ccsc3c2=O)cc1	-6.5
CCOC(=O)c1c(C)[nH]c(C)c1C(=O)COC(=O)CCOc1ccccc1OC	-22.8
Cn1c(NC(=O)CCc2ccccc2)cc(=O)n(C)c1=O	3.6
COC(=O)c1c(NC(=O)C2CC=CCC2C(=O)O)sc(C(N)=O)c1C (configuration not stated)	-23.2
COc1cccc(-c2cc(C(F)(F)F)nc(-n3cc(C)c(=O)[nH]c3=O)n2)c1	29.5
CCOc1ccc(Br)cc1S(=O)(=O)Nc1ccccc1N1CCOCC1	-6.2
CCC(=O)N(CCCN1C(=O)c2cccc3cccc(c23)C1=O)c1ccc(OC)cc1	-2.5
Cc1nc2nc(SCC(=O)NCCC3=CCCCC3)nn2c(C)c1Cc1ccc(Cl)cc1	-6.2
CC(=O)NC(CCS(C)(=O)=O)C(=O)Nc1ccc(Br)c(C)c1 (configuration not stated)	9.3
COc1ccc(CC2NCCC3(O)CCCCC23)cc1 (configuration not stated)	-2.7
Cn1c2ccccc2c2c(C(=O)N3CCN(c4cccc(C(F)(F)F)c4)CC3)cn(C3CCCC3)c(=O)c21	-2.8

Rewritten as a markdown table: part of the list above
| Compound | 14-3-3g Raf |
| --- | --- |
| CCOC(=O)c1c(C)[nH]c(C)c1C(=O)COC(=O)CCOc1ccccc1OC | -22.8 |
| Cn1c(NC(=O)CCc2ccccc2)cc(=O)n(C)c1=O | 3.6 |
| COC(=O)c1c(NC(=O)C2CC=CCC2C(=O)O)sc(C(N)=O)c1C (configuration not stated) | -23.2 |
| COc1cccc(-c2cc(C(F)(F)F)nc(-n3cc(C)c(=O)[nH]c3=O)n2)c1 | 29.5 |
| CCOc1ccc(Br)cc1S(=O)(=O)Nc1ccccc1N1CCOCC1 | -6.2 |
| CCC(=O)N(CCCN1C(=O)c2cccc3cccc(c23)C1=O)c1ccc(OC)cc1 | -2.5 |

Carrying on:
SMILES	14-3-3g Raf
COc1cc2c(cc1OC)C1C(C(=O)N3CCN(c4cccc(Cl)c4)CC3)c3ccccc3C(=O)N1CC2 (configuration not stated)	-5.9
Cc1ccc(CNS(=O)(=O)c2cc(Br)cc3c2N(C(=O)C2CC2)CC3)cc1	-5.7
CCN(CC)CCn1c(=S)[nH]c2cc(Cl)ccc2c1=O	-1.5
CCOC(=O)C1CCC(CN(Cc2ccccc2C)S(=O)(=O)c2ccc(F)c(C)c2)CC1 (configuration not stated)	-3.5
CCCCNC(=O)CCn1c(=S)[nH]c2ccsc2c1=O	-0.8
CCn1c(NCc2c[nH]c3ccccc23)nc2ccccc21	-2.3&-1.2
CC1CCc2c(sc(NC(=O)c3ccccc3F)c2C(=O)NC(C)c2ccccc2)C1 (configuration not stated)	-7.6
CC(=O)N(CCC1(c2ccccc2)CCOC(C)(C)C1)Cc1ccc(N(C)C)cc1 (configuration not stated)	0.3
CCCC12CN3CC(C)(CN(C1)C31C(=O)Nc3ccc(Br)cc31)C2=O (configuration not stated)	4.4
CCc1nc2ccccc2n1C	0.7
O=C(Nc1ccc2oc(-c3ccccc3Cl)nc2c1)c1cncc(Br)c1	-4.9&-18.8
CCC(=O)c1ccc(N2CCC(C)CC2)c(F)c1	-5.0
CCOC(=O)C1CCN(c2ccc(C(=O)O)cc2[N+](=O)[O-])CC1	-12.5
O=C(Nc1cccc(-c2cn3ccsc3n2)c1)c1cccc(Br)c1	-10.4
Cc1ccc(CNC(=O)CCS(=O)(=O)c2ccc(Br)s2)o1	-4.3&-8.3
Cc1ccc(Nc2nc(C)cc(C)n2)c(Br)c1	-10.1
COc1ccc(CC(=O)Nc2cccc(-c3nc4cc5ccccc5cc4[nH]3)c2)cc1	-7.7
Cc1ccc(-n2c3c(cc(C(=O)NCc4ccco4)c2=O)C(=O)CCC3)cc1	1.1
O=C(Nc1sc2c(c1C(=O)Nc1ccc(Cl)cc1)CCCCC2)c1ccccc1	-25.3
COc1ccc(-c2cnnn2-c2ccc(NC(=O)c3ccc(S(=O)(=O)N4CCCC4)cc3)cc2)cc1OC	-13.3
CCN1CCN(C(=O)C2=C(C(=O)O)CCCC2)CC1	12.6
COc1ccc(CCNC(=O)c2ccc3c(c2)N(Cc2ccc(C)cc2)C(=O)CS3)cc1OC	-7.4
CCOCCOC(=O)C1=C(C)NC2=C(C(=O)CC(c3cccs3)C2)C1c1cccc(O)c1 (configuration not stated)	1.1
CCOC(=O)N1CCN(S(=O)(=O)c2cc(Cl)c(OC)cc2Cl)CC1	-13.7
O=C(Nc1nnc(C2CCCCC2)s1)c1ccc(Br)s1	0.5

Next compounds:
SMILES	14-3-3g Raf
O=C(CN1CCN(Cc2cccc(Cl)c2)C1=O)NCc1cccnc1	8.5
O=C(N1CCOCC1)n1nnc2ccccc21	-0.1
Cc1ccc2cc3cc(C(=O)NC4CCCc5ccccc54)sc3nc2c1 (configuration not stated)	-109.3
COc1cc(N2C(=O)NC3CC2(C)Oc2ccccc23)cc(OC)c1OC (configuration not stated)	2.6
O=C1C=C/C(=C\C=C2/C=CC=CN2O)C(O)=C1	-4.8
COC(=O)CSc1nc(-c2ccc(OC)cc2)nc2c1c(=O)n(C)c(=O)n2C	1.4
COc1ccc(C2=CC(c3ccc(F)cc3)n3nnnc3N2)cc1 (configuration not stated)	1.9
CCc1cc2c(=O)c(-c3nc4ccccc4[nH]3)coc2c(CN(CC)CC)c1O	-12.9
CCc1ccc(CNC(=O)C2CCN(S(=O)(=O)N3CC(C)CC(C)C3)CC2)cc1 (configuration not stated)	5.1
CCN1CCN(c2cc3c(cc2F)c(=O)c(C(=O)O)cn3C2CC2)CC1	0.2
Cc1cc(NC(=O)CSc2nnc(-c3ccco3)o2)no1	4.6&2.9
OC(CN1CCNCC1)Cn1c2ccccc2c2ccccc21 (configuration not stated)	-9.6
CCN(Cc1ccccc1)S(=O)(=O)c1ccc(F)c(C(=O)Nc2cc(C)cc(C)c2)c1	-0.2
CCCC(=O)NCCCc1nc2ccccc2n1C	-4.3&-4.6
N#Cc1c(N)nc2c(c1-c1ccco1)CCCCC2	-2.9
O=C(Nc1nc2ccc([N+](=O)[O-])cc2s1)c1ccc(S(=O)(=O)N2CCCC2)cc1	-17.8
NCCC1CCCC(CCN)N1 (configuration not stated)	1.8
Cc1sc2c(c1C)c(=O)n(Cc1ccccc1)c(=O)n2CC(=O)NCc1ccco1	-1.6
Cc1cc(C)c(S(=O)(=O)NCc2ccccn2)cc1C	7.8
CCOC(=O)c1ccc(NC(=O)CN2CCN(c3ccccc3)CC2)cc1	-5.3

Taken from above.
Reading of COC(=O)CSc1nc(-c2ccc(OC)cc2)nc2c1c(=O)n(C)c(=O)n2C in 14-3-3g Raf: 1.4
Reading of CCc1cc2c(=O)c(-c3nc4ccccc4[nH]3)coc2c(CN(CC)CC)c1O in 14-3-3g Raf: -12.9
